Screens from PubChem BioAssay.
Vif-A3G inh: qHTS for Inhibitors of Vif-A3G Interactions: qHTS; DNA dC->dU-editing enzyme APOBEC-3G (Homo sapiens), Q9HC16; HeLa A3G-eYFP + Vif (tagged APOBEC3G with the HIV-1 protein that degrades it), YFP fluorescence, overnight; Potency, µM (highest dose often 46.1 µM), inactives show top-dose activity, negative = active, usual class: inhibitors; 410,000 compounds, 0.076% hits; AID 602310, 2012;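 also: potency is read from the fitted curve at half-maximal effect; % is scaled to controls: 0 for no effect and ±100 for the full control effect; nearly all actives have a fitted effect of over 60% in size; hits raise eYFP signal because A3G escapes Vif-driven loss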
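Read-out is eYFP fluorescence (Ex 488/Em 500-530) from Vif-expressing HeLa A3G-eYFP cells; more signal means A3G escaped Vif-mediated degradation. Cells plated overnight, compound pinned in, incubated overnight at 37 deg C.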
RXFP1 agonist: qHTS Assay for Agonists of the Relaxin Receptor RXFP1; Relaxin receptor 1 (Homo sapiens), Q9HBX9; HEK293T-RXFP1 cAMP TR-FRET, 30 min; response scale: percent of porcine relaxin response, buffer zero; Potency, µM (top dose mostly 57.5 µM), inactives show at the highest dose activation, most hits filed as activators; 370,000 compounds, 0.3% hits; AID 2676, 2010; also: potency is read from the fitted curve at half-maximal effect; % is scaled to controls: 0 for no effect and ±100 for the full control effect; nearly all actives have a fitted effect of over 60% in size; many of its hits are not listed in these tables
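HEK293T cells stably expressing RXFP1 were pretreated with the PDE4 inhibitor Ro 20174, exposed to compounds for 30 min at 37C, lysed, and cAMP was read by TR-FRET. Data normalized to buffer (basal) and 29 nM porcine relaxin (100%).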
D2 PAM: HTS Assay for Positive Allosteric Modulators of the Human D2 Dopamine Receptor: Primary Screen for Potentiators. HEK293 T-REx D2, calcium flux, EC20 dopamine potentiation. potentiation, % at 10 µM. D(2) dopamine receptor (Homo sapiens), P14416. 340,000 compounds, 0.34% hits;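 active = potentiation over 3 SD above the plate norm, cut at about 30% in these data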; also: 0% is about no effect
Target sequence (P14416 whole entry, looked up): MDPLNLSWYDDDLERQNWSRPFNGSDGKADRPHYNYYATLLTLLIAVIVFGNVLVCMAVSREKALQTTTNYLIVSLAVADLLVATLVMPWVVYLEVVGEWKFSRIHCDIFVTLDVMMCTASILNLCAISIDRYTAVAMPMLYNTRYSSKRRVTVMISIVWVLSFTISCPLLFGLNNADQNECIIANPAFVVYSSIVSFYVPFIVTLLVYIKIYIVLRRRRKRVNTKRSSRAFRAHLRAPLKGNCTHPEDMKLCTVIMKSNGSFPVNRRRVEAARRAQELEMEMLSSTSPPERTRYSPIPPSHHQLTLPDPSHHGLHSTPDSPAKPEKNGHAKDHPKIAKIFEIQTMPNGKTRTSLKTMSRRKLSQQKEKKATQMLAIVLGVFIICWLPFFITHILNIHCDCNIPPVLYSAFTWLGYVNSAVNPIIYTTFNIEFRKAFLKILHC
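Tetracycline-induced HEK293 T-REx cells force-coupled to calcium signalling expressed D2; compounds were pin-added after a 10 s baseline, read kinetically 180 s, then an EC20 dopamine challenge followed with a further 180 s calcium read.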
Glioma ERSR ind: qHTS for Inducers of the Endoplasmic Reticulum Stress Response (ERSR) in Human Glioma: qHTS; 420,000 compounds, 0.02% hits; Potency, µM, inactives show at the top dose activation, most hits filed as activators; AID 602332, 2012; U87-MG GRP78 promoter luciferase reporter, 16 h; also: potency is read from the fitted curve at half-maximal effect; series mostly up to about 76 µM; % of control where 0% means no effect; nearly all actives have a fitted effect of over 35% in size
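Stably transfected U87-MG human glioma cells carrying a GRP78-based luminescent sensor were seeded at 1000 cells/well, pin-dosed with compounds and incubated 16 h. Luciferase reagent was then added, and end-point luminescence was read after 10 min at room temperature.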
D1 antagonist: Antagonist of Human D 1 Dopamine Receptor: qHTS. HEK293 TREx D1 cells, calcium flux, dopamine EC80; hits give low values. 360,000 compounds, 3.2% hits. activity change, negative = inhibition, % at 10 µM. D(1A) dopamine receptor (Homo sapiens), P21728; in the data active = activity change below about -30%; also: % is scaled to controls: 0 for no effect and ±100 for the full control effect
Target sequence (P21728 whole entry, looked up): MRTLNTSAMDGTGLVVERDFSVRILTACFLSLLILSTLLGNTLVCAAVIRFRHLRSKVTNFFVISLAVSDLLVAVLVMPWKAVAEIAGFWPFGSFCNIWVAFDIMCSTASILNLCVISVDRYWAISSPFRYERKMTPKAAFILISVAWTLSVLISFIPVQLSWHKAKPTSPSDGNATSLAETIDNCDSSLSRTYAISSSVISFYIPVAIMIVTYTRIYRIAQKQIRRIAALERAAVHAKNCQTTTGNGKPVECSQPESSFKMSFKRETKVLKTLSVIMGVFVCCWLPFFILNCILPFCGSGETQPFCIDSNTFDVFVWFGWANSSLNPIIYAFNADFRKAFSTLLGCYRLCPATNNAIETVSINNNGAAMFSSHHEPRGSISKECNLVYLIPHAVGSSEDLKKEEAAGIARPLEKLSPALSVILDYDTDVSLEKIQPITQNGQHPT
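Calcium flux readout: force-coupled, inducible Hek293 Trex D1 line, cells induced overnight at 30 C with tetracycline, dye-loaded 30–90 min at RT. Antagonism scored against EC80 dopamine challenge given 180 s after compound.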
RXFP1 antagonist: qHTS Assay for Antagonists of the Relaxin Receptor RXFP1 | HEK293-RXFP1, relaxin-stimulated cAMP HTRF, 30 min; hits give low values | activity change, negative = inhibition, % at 57.5 µM | 350,000 compounds, 0.59% hits | AID 1259400, 2018;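 active = activity change of -60% or lower, but not beyond a set lower limit; inconclusive = change between -60% and -40%, or beyond the set limit; inactive = change above -40%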; also: % is scaled to controls: 0 for no effect and ±100 for the full control effect
D1 agonist: Allosteric Agonists of the Human D1 Dopamine Receptor: qHTS; 360,000 compounds, 1% hits; HEK293 T-REx D1 cells, calcium flux, agonist mode; activation, % at 2 µM; AID 504660, 2011; D(1A) dopamine receptor (Homo sapiens), P21728; in the data active = activation above about 30%; also: 0% is about no effect
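Agonism was scored from calcium flux recorded over 180 s (1 read/s) after pintool compound addition, following a 10-cycle baseline. Cells were inducible force-coupled HEK293 TREx D1, plated overnight at 30 C and loaded with no-wash calcium dye.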
D1 PAM: Potentiators of Human D1 Dopamine Receptor: qHTS | potentiation, % at 10 µM | AID 504651, 2011 | HEK293 TREx D1 cells, calcium flux, dopamine EC20 potentiation | 360,000 compounds, 0.036% hits; in the data active = potentiation above about 30%; also: 0% is about no effect
Vif-APOBEC3F blk: qHTS for Inhibitors of Vif-A3F Interactions: qHTS | HeLa A3F-eYFP + Vif (tagged APOBEC3F with the HIV-1 protein that degrades it), YFP fluorescence increase | Potency, µM (series often up to 46.1 µM), without a hit: at the highest dose activity, negative = active | 390,000 compounds, 0.2% hits; also: potency is read from the fitted curve at half-maximal effect; % of control where 0% means no effect; nearly all actives have a fitted effect of over 65% in size
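HeLa cells stably expressing A3F-eYFP plus Vif, plated and incubated overnight at 37 deg C, then exposed to compounds overnight at 37 deg C. Blocked degradation read as raised yellow fluorescence (Ex 488/Em 500-530).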
Numbers without * were called inactive; ? = inconclusive; . = not tested or not shown; & = joins results of further samples. Unless noted, calls follow the shape of the dose curve; as a rule, active = well fitted curve in the direction sought with a large enough effect; inconclusive = small, poorly fitted or top-dose-only effect, or another doubt; inactive = no such curve, though single readings can be large; an effect the other way counts as inactive or inconclusive. Some of the compounds tested; rates above refer to the full screens.

SMILES	Vif-A3G inh	RXFP1 agonist	D2 PAM	Glioma ERSR ind	D1 antagonist	RXFP1 antagonist	D1 agonist	D1 PAM	Vif-APOBEC3F blk
CCOc1ccc(N2C=Nc3ccc(OCC)cc3C2)cc1	2%	-1.4%	3	0%	-2	5	3	-1	3%
O=S(=O)(NC1CC2CCC1C2)c1ccc(Cl)cc1 (centres undefined)	4%	-1.3%	8	2%	-14	-4	3	0	1%
CNc1nc(C)nc(N/N=C/c2ccccc2)n1	10%	-0.7%	-2	4%	-17	-15	4	-4	2%
CCC(C)N(C(=O)CSc1nc(-c2cccs2)nc2ccccc12)C1CCS(=O)(=O)C1 (centres undefined)	-11%	.	.	-3%	.	-1	.	.	-4%
CCN1C(=O)c2cccc3c(S(=O)(=O)Nc4ccc(O)c(C(=O)O)c4)ccc1c23	-4%&-1%	3.2%&0.7%	1&-16	-4%&-1%	7&0	10&-12	-1&1	-11&-8	-3%&-1%
COc1ccc(-n2nc(C)c3sc(C)nc3c2=O)cc1	1%	5.9%	7	-5%	13	6	4	2	-1%
COc1nc(Nc2ccc([N+](=O)[O-])cc2)nc(NC(C)C)n1	-5%	-1.4%	10	1%	-10	.	4	0	4%
CC(C)Oc1ccc(S(=O)(=O)N2CCCCC2)cc1NC(=O)CN1C(=O)NC(C)(c2ccccc2)C1=O (centres undefined)	-7%	1.1%	10	-3%	-1	-1	7	4	1%
N=C(N1CCCc2ccccc21)N1CCCc2ccccc21	5%	.	.	-3%	.	-26	.	.	-1%
CCc1nn2c(=O)cc(COC(=O)c3cccc(NC(=O)c4cccs4)c3)nc2s1	-2%	2.0%	5	0%	3	12	0	1	-6%
COc1ccc(CC(=O)NCC(=O)N/N=C/c2ccc(C)o2)cc1	-1%	0.2%	4	-4%	-10	-4	3	-4	6%
COc1ccc(S(=O)(=O)N2CCCCC2)cc1NC(=O)CCNC(=O)c1ccco1	2%	0.8%	-6	-2%	-6	-15	4	-4	?
O=C(Nc1ccc2[nH]c3c(c2c1)CCCC3)c1ccco1	-11%	2.0%	-7	2%	-2	8	4	-1	.
CCOc1cc(S(=O)(=O)NCc2cccnc2)c(C)cc1C	1%	-0.4%	0	-2%	1	2	0	6	7%
C=CCN1C(=O)C(Cc2ccc(Br)cc2)S/C1=N\N=C\c1ccco1 (centres undefined)	1%	1.0%	-9	2%	8	-3	2	-8	3%
CCN(c1ccccc1)S(=O)(=O)c1ccc(F)c(C(=O)O)c1	0%	0.1%	12	-2%	8	-15	1	4	-1%
O=c1c2ccccc2nc2c3ccccc3ncn12	0%	2.8%	11	0%	-13	11	3	-9	0%
COc1ccc(C2=NN(C(=O)CCC(=O)O)C(c3ccc(F)cc3)C2)cc1 (centres undefined)	-5%	1.3%	0	-2%	16	3	3	-2	-7%
O=C(c1cnn2c1NC(c1ccc(Br)cc1)CC2C(F)(F)F)N1CCN2CCCC2C1 (centres undefined)	1%	0.2%	-15	0%	11	-7	1	-2	1%
CC(C)C[C@H](NC(=O)c1nc[nH]c1C(=O)NCCCCCNC(=O)OC(C)(C)C)C(=O)OCc1ccccc1	-2%	0.6%	-3	19%	2	.	2	0	-5%
O=C(CN(C(=O)CCC(=O)Nc1nccs1)c1cccc(F)c1)NCc1ccc(F)cc1	-2%	1.1%	.	-3%	30	-9	1	-4	?
Cc1cc(C)nc(NS(=O)(=O)c2cccs2)c1	1%	1.9%	-20	-3%	-18	10	6	0	2%
CC(=O)c1cccc(N=Nc2c(-c3ccccc3)[nH]n(-c3ccccc3)c2=O)c1	-3%	-0.8%	4	1%	-31*	2	0	0	10%
COc1c(N2CCN(C(=S)Nc3ccccc3F)C(C)C2)c(F)cc2c(=O)c(C(=O)O)cn(C3CC3)c12 (centres undefined)	5%	4.2%	6	0%	2	-38	0	1	5%
COc1ccc(CCNC(=O)c2cc3c(s2)-c2ccccc2OC3)cc1OC	2%	4.2%	-16	-4%	-8	-7	1	-3	-3%
COc1ccc(/C=N/NC(=O)c2ccncc2)c(C(=O)O)c1OC	-1%	2.3%	2	-2%&-4%	5	-31	2	-1	0%
CCN(CC)C(=O)c1sc(NC(=O)c2ccc3c(c2)OCO3)c(C(N)=O)c1C	-1%	-0.6%	1	2%	-18	4	3	0	-14%
Cc1cc(N2C(=O)C(O)=C(C(=O)c3ccco3)C2c2cccc(O)c2)no1 (centres undefined)	-2%	12%	-5	5%	-15	-8	2	3	-2%
Cc1ccc(S(=O)(=O)N(C)C)cc1NC(=O)c1cccs1	-2%	3.9%	-17	-7%	-8	4	2	-8	2%
CCN(CC)Cc1cc(C(C)=O)ccc1OCC(C)C	0%	-2.5%	-2	-4%	-12	3	1	-5	-7%
C=CCN(Cc1nc(-c2cc(OC)ccc2OC)oc1C)C1CCS(=O)(=O)C1 (centres undefined)	-3%	?	.	-1%	-20	-39	1	-4	-9%
CC(=O)Nc1nonc1-c1nnc(SCC(=O)Nc2cc(C)cc(C)c2)n1C	-1%	-0.6%	0	0%	-13	-5	-2	0	-3%
Cc1cc(C)cc(N(CC(=O)NCc2ccccc2)C(=O)CCC(=O)Nc2ccccn2)c1	-4%	-0.4%	-5	-2%	-2	10	-4	-2	-3%
c1ccc(-c2ncc(CN3CCN(c4ccccn4)CC3)[nH]2)cc1	-6%	2.8%	-25	-3%	-11	2	2	2	4%
c1ccc(-c2nn3c(Cn4nnc5ccccc54)nnc3s2)cc1	-2%	11%	17	3%	20	-4	-3	-1	0%
COCCN(C(=O)CC1CCCCC1)c1c(N)n(CC(C)C)c(=O)[nH]c1=O	9%	-0.4%	11	1%	0	6	2	.	-3%
Cc1ccc(S(=O)(=O)c2nc(-c3ccccc3F)oc2N2CC(C)OC(C)C2)cc1 (centres undefined)	-2%	1.6%	-9	-4%	-12	-9	4	4	3%
CC(C)C[C@H](NC(=O)N1CC(=O)Nc2ccccc21)C(=O)N1CCC(C(=O)O)CC1	-1%	-2.6%	1	-1%	-5	-22	0	4	-5%
CC1CN(C(=S)NC2CCCC2)CC(C)O1 (centres undefined)	-1%	-0.1%	10	9%	-6	10	3	1	2%
COc1ccc(NC(=O)c2c(NCc3ccc(C)o3)sc3c2CCC(C)C3)cc1 (centres undefined)	-4%	1.2%	6	0%	9	-29	2	-6	-3%

Entries shown so far with an NH in an aromatic ring:
SMILES	Vif-A3G inh	RXFP1 agonist	D2 PAM	Glioma ERSR ind	D1 antagonist	RXFP1 antagonist	D1 agonist	D1 PAM	Vif-APOBEC3F blk
O=C(Nc1ccc2[nH]c3c(c2c1)CCCC3)c1ccco1	-11%	2.0%	-7	2%	-2	8	4	-1	.
CC(C)C[C@H](NC(=O)c1nc[nH]c1C(=O)NCCCCCNC(=O)OC(C)(C)C)C(=O)OCc1ccccc1	-2%	0.6%	-3	19%	2	.	2	0	-5%
CC(=O)c1cccc(N=Nc2c(-c3ccccc3)[nH]n(-c3ccccc3)c2=O)c1	-3%	-0.8%	4	1%	-31*	2	0	0	10%
c1ccc(-c2ncc(CN3CCN(c4ccccn4)CC3)[nH]2)cc1	-6%	2.8%	-25	-3%	-11	2	2	2	4%
COCCN(C(=O)CC1CCCCC1)c1c(N)n(CC(C)C)c(=O)[nH]c1=O	9%	-0.4%	11	1%	0	6	2	.	-3%

Going on with the list.
SMILES	Vif-A3G inh	RXFP1 agonist	D2 PAM	Glioma ERSR ind	D1 antagonist	RXFP1 antagonist	D1 agonist	D1 PAM	Vif-APOBEC3F blk
NC(N)=NN=C1CCCCCCCCCCC1	-1%	-0.1%	8	-5%	40	0	11	9	13%
CCOC(=O)c1sc(NC(=O)C(CC)Sc2nccn2C)nc1C (centres undefined)	1%	0.7%	1	1%	1	-3	1	-2	5%
CCN(C(=O)c1cc2c(=O)oc3ccc(C)cc3c2s1)c1ccccc1F	-3%	7.8%	8	1%	-7	.	3	4	6%
COc1ccc(CNC(=O)Cc2c(C)c3c(cc(C)c4c(C)coc43)oc2=O)cc1	-2%	0.2%	6	1%	4	-5	-1	3	3%
O=C(Cc1ccc(Cl)cc1Cl)Nc1ccncc1	1%	2.2%	5	-4%	-13	-5	19	-6	2%
CC(C)c1ccc(N2C(=O)N(Cc3cccc([N+](=O)[O-])c3)c3ccccc3S2(=O)=O)cc1	2%	0.2%	-9	-2%	24	.	4	-4	2%
COc1ccc(NC(=O)CCCSc2nc(-c3ccco3)cc(C(F)(F)F)n2)cc1OC	-5%&-5%	-3.0%&0.2%	-3&-2	-3%&15%	14&-11	-9&-2	-1&0	-4&-5	6%&0%
O=C(c1ccc2ccccc2n1)N1CCN(S(=O)(=O)c2ccc(Cl)cc2)CC1	2%	.	.	-1%	.	-2	.	.	-4%
Cc1cc(N(CCO)CCO)ccc1N=Nc1cc(F)ccc1F	6%	0.2%	-1	8%	-28	-21	-1	-5	1%
Cc1cc(C(F)(F)F)n2nc(-c3cccs3)cc2n1	-18%	-2.0%	-1	3%	4	-7	1	3	?
Cc1cc2cc3c(cc2nc1SCC(=O)O)OCCO3	-22%	22%	-2	0%	-7	11	1	-2	-3%
Cc1cc(N2C(=O)C3C4C=CC(C4)C3C2=O)no1 (centres undefined)	0%	-0.8%	-6	-1%	17	1	1	3	7%
O=C(c1cccs1)N1CCC(N2CCN(c3ccccc3)CC2)CC1	0%	0.7%	-25	-2%	-4	-2	2	-3	.
O=C(c1ccc(-n2cncn2)c([N+](=O)[O-])c1)N1CCN(S(=O)(=O)c2ccc(F)c(F)c2)CC1	-1%	0.8%	-1	6%	-6	-7	4	-5	6%
O=C(Nc1cccc(F)c1)c1ccc(-c2ccccc2C(F)(F)F)o1	.	2.6%	-3	.	-12	.	2	-4	.
